CCHF vOTU inh: CCHFV vOTU protease inhibition; inhibition, % at 11.5 µM; actives 0.55% (n = 370,000); AID 651958; Pep-AMC fluorescence; in the data active = inhibition above about 30%; also: 0% = vehicle wells with enzyme and 100% = no enzyme wells
FadD28 FP inh: inhibitors of Mycobacterium tuberculosis FadD28 bisubstrate binding; inhibition, % at 12.5 µM; actives 0.22% (n = 360,000); FadD28 bisubstrate probe binding, fluorescence polarization; in the data active = inhibition above about 8.5%, passing the limit was not always enough; inconclusive = no clear call, values can overlap the other calls
Anthrax LF inh2: blocks Bacillus anthracis lethal factor protease; inhibition, % at 10 µM; actives 0.12% (n = 360,000); multiplex microsphere protease cleavage assay, LF; AID 588501; also: plate controls were buffer without enzyme for full effect and enzyme alone for no effect
Target sequence (P15917 whole entry, looked up): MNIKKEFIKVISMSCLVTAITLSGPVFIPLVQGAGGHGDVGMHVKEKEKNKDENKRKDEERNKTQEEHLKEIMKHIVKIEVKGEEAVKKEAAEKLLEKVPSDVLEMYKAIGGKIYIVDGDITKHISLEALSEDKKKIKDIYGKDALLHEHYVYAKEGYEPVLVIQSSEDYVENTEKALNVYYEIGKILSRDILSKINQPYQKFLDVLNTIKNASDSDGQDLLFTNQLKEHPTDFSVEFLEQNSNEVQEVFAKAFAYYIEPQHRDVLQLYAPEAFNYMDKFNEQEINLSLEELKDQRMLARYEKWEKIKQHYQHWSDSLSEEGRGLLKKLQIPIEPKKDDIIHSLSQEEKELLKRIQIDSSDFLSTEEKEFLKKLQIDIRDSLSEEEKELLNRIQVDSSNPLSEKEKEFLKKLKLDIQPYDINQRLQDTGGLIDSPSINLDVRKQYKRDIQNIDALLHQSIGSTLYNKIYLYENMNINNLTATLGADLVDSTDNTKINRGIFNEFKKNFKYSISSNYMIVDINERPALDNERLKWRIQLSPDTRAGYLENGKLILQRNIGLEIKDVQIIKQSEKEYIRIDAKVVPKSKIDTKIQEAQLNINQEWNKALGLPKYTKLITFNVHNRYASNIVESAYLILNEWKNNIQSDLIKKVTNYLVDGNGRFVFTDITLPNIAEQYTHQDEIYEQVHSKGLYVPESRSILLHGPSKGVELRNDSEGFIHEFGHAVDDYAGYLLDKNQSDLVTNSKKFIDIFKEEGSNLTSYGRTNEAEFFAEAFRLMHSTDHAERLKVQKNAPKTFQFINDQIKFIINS
Y pestis TopoI: inhibitors of Yersinia pestis topoisomerase I; activity, % at 10 µM; actives 0.064% (n = 360,000); Y. pestis Topo-I cleavage product accumulation, plate reader; in the data active = activity above about 50%, passing the limit was not always enough; inconclusive = no clear call, values can overlap the other calls; also: inactives centre near 2
PrPC TRFRET: cell surface PrPC inhibition, primary TR-FRET screen; P04156; TR-FRET read-out; actives 0.43% (n = 370,000); inhibition, % at 13.8 µM; in the data active = inhibition above about 24%; also: 0% = median of the test wells and 100% = reference compound wells
PfHsp40 yeast: compounds rescuing yeast from Plasmodium falciparum HSP40 toxicity. S. cerevisiae expressing PfHsp40, growth rescue, ATP luminescence. growth rescue, % at 12.5 µM. AID 504582. actives 0.68% (n = 340,000); in the data active = growth rescue above about 28%, passing the limit was not always enough; inconclusive = no clear call, values can overlap the other calls;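 also: yeast W303a lacking pdr1 and pdr3 grown in galactose medium; growth measured after three days at 30 °C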
BoNT F protease: blocks Botulinum neurotoxin F light chain protease. Multiplex microsphere protease cleavage assay, flow cytometry. inhibition, % at 10 µM. actives 0.22% (n = 360,000). AID 588497; in the data active = inhibition above about 35%, passing the limit was not always enough; inconclusive = no clear call, values can overlap the other calls; also: plate controls were buffer without enzyme for full effect and enzyme alone for no effect
BoNT-A LC inh2: blocks Botulinum neurotoxin A light chain protease; inhibition, % at 10 µM; actives 0.17% (n = 360,000); multiplex microsphere protease substrate cleavage, flow cytometry; also: plate controls were buffer without enzyme for full effect and enzyme alone for no effect
TcdB GH inh: inhibitors of Clostridioides difficile toxin B glycohydrolase | TcdB glycohydrolase enzymatic assay, plate reader | inhibition, % at 9.99 µM | actives 0.24% (n = 350,000); in the data active = inhibition above about 10%
Active calls of the source: *; ? = inconclusive; · = no result given; & = joins results of further samples. Rule as the data show it, unless noted: active = inhibition above about 30%; inconclusive = no clear call, values can overlap the other calls; inactive = below that.

SMILES	CCHF vOTU inh	FadD28 FP inh	Anthrax LF inh2	Y pestis TopoI	PrPC TRFRET	PfHsp40 yeast	BoNT F protease	BoNT-A LC inh2	TcdB GH inh
CCCN1C2CCCC1CC(NC(=O)c1cc(OC)c(OC)c(OC)c1)C2 (stereo not given)	-3	1.6	-1	8	0	-0.6	3	2.6	·
CCN1CCN(c2c(S(=O)(=O)c3ccc(C)c(C)c3)cnc3ccc(F)cc23)CC1	3	0.1	-7	6	-2	-0.4	4	0.2	-0.1
CC(=O)Nc1cc(NC(C)=O)c2nc(N)sc2c1	2	-0.8	0	3	2	-0.1	-7	-0.5	·
O=S(=O)(NNc1ccc(Cl)nn1)c1ccc(F)cc1	-13	-1.9	-1	3	11	-0.9	-6	-0.6	·
CCOc1ccc2[nH]c(=O)c(CN(Cc3ccco3)C(=O)c3ccc(Br)cc3)cc2c1	19	-4.9	3	44	2	0.0	7	0.3	·
Cn1c(NCc2ccccc2F)nc2cc(-c3ccsc3)sc2c1=O	-3	-2.0	-1	11	-1	·	-7	-0.5	1.5
O=C(O)C1C2C=CC(C2)C1C(=O)Nc1nccs1 (stereo not given)	-10	-1.6	-1	-1	4	-1.8	-1	-1.0	·
CCOc1ccc2nc(N/C(N)=N/C(=S)Nc3ccc(C)c(C)c3)nc(C)c2c1	-8	-2.0	1	-4	8	-0.6	-7	4.7	-2.8
Cc1ccc2nc(-c3ccc(NC(=S)NC(=O)CC(C)C)cc3)sc2c1	-3	-1.6	5	4	4	0.7	9	0.4	·
COc1ccc(-c2cc(C(=O)NC3CCCC3)no2)cc1	-6	-3.1	-1	-5	2	-0.7	14	2.7	1.1
O=S(=O)(c1cccc(Cn2nnc(-c3ccc(F)cc3)n2)c1)N1CCOCC1	-5	-2.6	0	22	19	1.3	4	2.6	-0.8
O=C(Cn1cnc2ccccc21)N/N=C/c1cccnc1	-11	0.0	-1	-4	1	-0.2	1	0.5	0.2
CC1CCN(C(=O)CSc2nnc(CNC(=O)c3ccc(F)cc3)o2)CC1	4	-2.5	-4	5	-1	-0.3	1	0.5	-1.1
CCOC(=O)c1sc(NC(=O)C2CCCCC2)nc1C	-9	-0.4	-3	1	4	1.6	-7	-0.3	2.5
O=C(N/N=C/c1ccccc1OC(=O)c1ccc2c(c1)OCO2)c1cccc(F)c1	-4	-1.5	-1	-12	8	-1.1	-6	-0.2	·
CCNc1nc(C)c2cc(Br)c(=O)n(CC)c2n1	-148	-1.4	-7	8	3	0.1	0	-1.0	·
COc1ccc(N2CCc3c(C)nc4c(OC)cccc4c32)cc1	1	-4.0	0	-4	-11	-0.6	-1	0.2	0.2
COc1cc(/C=C(\C#N)c2nc3ccccc3[nH]2)cc(Br)c1OCc1ccccc1	-18	-0.9	0	1	1	-0.7	-16	1.5	0.3
Oc1[nH]c2ccc(Br)cc2c1N=Nc1ccc(C(F)(F)F)cn1	-6	-2.0	-3	5	-7	23	-8	0.5	0.7
COc1ccc(Cn2c(=S)[nH]c3ccccc3c2=O)cc1	-1	-6.0	-7	-4	6	1.1	1	-2.3	0.1
COc1ccccc1CN1CC(C(=O)NCc2cccnc2)CC1=O (stereo not given)	-11	-1.4	2	4	-3	-0.4	-1	0.2	·
CCC(=Nc1ccccc1OC)C1=C(O)CC(c2ccccc2)CC1=O (stereo not given)	-2	-2.9	-6	5	5	8.5	-3	-0.3	1.5
CC(=O)NC1C(=O)N(CCN2CCOCC2)c2ccc(Cl)cc21 (stereo not given)	-7	-1.1	2	-3	0	-2.9	-39	-9.2	-6.7
C/C=C/COC(=O)c1[nH]c2c(c1C)C(=O)CC(c1ccco1)C2 (stereo not given)	30*	-3.3	-2	-8	8	2.2	0	0.7	-0.1
CC(C)(C)C(=O)NC(=S)Nc1ccccc1C(N)=O	-19	-3.0	-4	4	-1	0.1	12	1.2	·
CCN(C(=O)CCCC(=O)N(CC)c1ccccc1)c1ccccc1	4	-3.3	-2	-8	-4	0.2	-2	0.0	·
O=C(NCc1ccco1)C1CCCN(S(=O)(=O)c2ccc(Cl)cc2)C1 (stereo not given)	-3	-0.5	9	9	3	-0.5	-5	-0.1	·
Cc1nn(C)c(Oc2ccc(Cl)cc2)c1C(=O)O	9	-1.4	-1	3	3	-0.3	-2	-1.0	·
CCOC(=O)Cc1csc(SCC(=O)N2CCN(c3ccc(OC)cc3)CC2)n1	13	-3.5	7	5	1	0.1	-4	0.1	·
Cc1noc(C)c1CN1C(=O)c2ccccc2C1=O	-2	-3.7	-2	12	8	0.5	4	-0.3	-0.5
COc1ccc(C)cc1NC(=O)CSc1nnc(-c2ccc(OC)c(OC)c2)n1N	-1	-2.1	2	4	4	-0.1	5	0.1	·
O=C(NCc1ccc(F)cc1)c1ccc(Br)o1	-7	0.6	0	5	1	-0.8	-5	-1.1	-1.2
CN(c1ccccc1)S(=O)(=O)c1cccc(C(=O)OCC(=O)Nc2ccc(C(N)=O)cc2)c1	1	-0.9	3	-2	1	-0.1	1	-0.2	5.8
CCOC(=O)c1cnc2c(c(C)nn2C)c1Oc1ccccc1F	-10	-1.1	-4	11	-1	1.2	-10	0.1	1.8
Cc1cccc(Nc2nc(NCCCN3CCOCC3)nc(N)c2[N+](=O)[O-])c1	21	0.3	-2	-4	-10	0.3	12	1.9	0.5
COc1cccc(OC)c1C(=O)Nn1c(-c2cccc(C)c2)nc2ccccc2c1=O	-8	0.1	1	10	5	-0.6	-6	-1.1	0.2
Cc1ccc(-n2c(=S)[nH]c3ccc(C)cc3c2=O)cc1	3	-2.0	9	5	9	·	0	0.1	1.2
Cc1ccc(C)c(C(=O)COC(=O)CCCC(=O)Nc2cc(C(F)(F)F)ccc2Cl)c1	20	-0.6	-1	26	1	6.0	-6	-0.1	·
Cc1ccc(C2OC34CCCCCC3C(C#N)(C(=N)O4)C2(C#N)C#N)cc1 (stereo not given)	-92	-2.3	-1	2	8	-0.5	-14	-1.2	2.6
COc1ccc(-c2nnc(SC(C)C(=O)Nc3nccs3)n2-c2ccccc2)cc1OC (stereo not given)	-3	-1.9	-3	-9	-9	0.2	-9	0.8	-1.7

Fetched one by one from the entries so far:
SMILES	CCHF vOTU inh	FadD28 FP inh	Anthrax LF inh2	Y pestis TopoI	PrPC TRFRET	PfHsp40 yeast	BoNT F protease	BoNT-A LC inh2	TcdB GH inh
COc1ccc(C)cc1NC(=O)CSc1nnc(-c2ccc(OC)c(OC)c2)n1N	-1	-2.1	2	4	4	-0.1	5	0.1	·
CCOC(=O)c1cnc2c(c(C)nn2C)c1Oc1ccccc1F	-10	-1.1	-4	11	-1	1.2	-10	0.1	1.8
CN(c1ccccc1)S(=O)(=O)c1cccc(C(=O)OCC(=O)Nc2ccc(C(N)=O)cc2)c1	1	-0.9	3	-2	1	-0.1	1	-0.2	5.8
Cc1ccc(C2OC34CCCCCC3C(C#N)(C(=N)O4)C2(C#N)C#N)cc1 (stereo not given)	-92	-2.3	-1	2	8	-0.5	-14	-1.2	2.6
O=C(NCc1ccc(F)cc1)c1ccc(Br)o1	-7	0.6	0	5	1	-0.8	-5	-1.1	-1.2
Cc1cccc(Nc2nc(NCCCN3CCOCC3)nc(N)c2[N+](=O)[O-])c1	21	0.3	-2	-4	-10	0.3	12	1.9	0.5

Following part:
SMILES	CCHF vOTU inh	FadD28 FP inh	Anthrax LF inh2	Y pestis TopoI	PrPC TRFRET	PfHsp40 yeast	BoNT F protease	BoNT-A LC inh2	TcdB GH inh
O=C(Nc1nc(-c2ccccc2)cs1)c1ccc(N2CCOCC2)c([N+](=O)[O-])c1	·	0.8	2	-1	·	0.0	8	1.6	·
O=C(c1cccc(S(=O)(=O)N2CCc3ccccc32)c1)N1CCN(c2ccccc2)CC1	4	-1.5	2	13	-3	-1.1	2	1.6	-1.4
Cc1cccc(OCCCSc2nc3ccccc3[nH]2)c1	8	-0.8	-1	7	4	14	-11	0.7	·
O=C(NCCCN1CCOCC1)c1ccc2c(c1)N(Cc1cccc(Cl)c1)C(=O)c1ccccc1S2=O (stereo not given)	-2	-5.7	-2	-1	-11	0.5	-5	-2.0	1.0
Cc1cc(Cl)nc(-c2ccccc2O)n1	-7	-0.5	4	-6	5	-0.9	13	0.1	0.2
Cc1cccc(OCC(=O)NCc2ccc(F)cc2)c1	1	-0.4	1	6	6	-0.4	?	-2.7	1.3
O=C(C(=O)N1CCCc2ccccc21)c1c[nH]c2ccccc12	16	-1.3	-3	6	-7	0.2	2	0.5	4.2
OC(c1ccccc1)(c1nc(-c2ccc3c(c2)OCO3)cs1)C(F)(F)F (stereo not given)	14	-3.7	-3	-1	4	·	2	-0.3	-1.4
Cc1ccc(OCCCN2CCOCC2)c([N+](=O)[O-])c1	4	-0.5	0	1	-6	-0.7	-5	0.0	·
CCCc1c(-c2cccc(F)c2)ncn1CCc1ccccc1OC	20	·	-7	·	1	·	-6	-0.2	2.4
CCOC(=O)C1=C(O)c2ccccc2C(=O)/C1=C\c1ccc(CC)cc1	·	-0.5	-3	-1	·	0.1	3	6.3	·
O=C(NNC(=S)NC1CCCCC1)c1ccccc1O	-16	-2.9	-7	3	-7	-0.8	-4	-0.2	-4.7
Cc1noc(NS(=O)(=O)c2ccc(NC(=O)COc3ccccc3)cc2)c1C	-2	2.3	-1	-2	5	-0.8	2	3.3	·
COc1ccc2[nH]c(=O)c(-c3noc(-c4ccc(F)cc4)n3)cc2c1	-1	-0.9	-8	0	-8	-1.1	10	-0.4	·
CCOC(=O)C(NC(C)=O)C(=O)Nc1c(C)cccc1C (stereo not given)	-1	-1.7	-2	-1	8	-1.1	-7	-1.2	1.4
CCOC(=O)c1c(NC(=O)CSc2nc3ccc(C)cc3[nH]2)sc2c1CC(C)(C)NC2(C)C	1	-4.4	4	-15	-13	0.0	-6	-1.1	-0.1
COc1ccc(C(=O)CSc2nnc(CNC(=O)c3ccccc3F)n2C)cc1OC	3	0.4	1	7	-13	-2.4	-8	-3.0	2.5
CC(=O)c1ccc(OCC(=O)NCCC2=CCCCC2)cc1	-7	-1.1	-2	13	-2	-1.5	-2	4.3	1.6
CCC(=O)N1CCCC1(C)C(=O)NCc1ccc(SC)cc1 (stereo not given)	-7	-1.9	-7	2	-6	·	0	-0.1	1.0
CCOC(=O)C1CCCN(C(=O)CC(C)c2ccccc2)C1 (stereo not given)	8	1.1	-5	0	-5	0.1	17	0.6	-0.7
COc1cccc(-n2c(=O)c3ccccc3n(CC(=O)NCC3CCCO3)c2=O)c1 (stereo not given)	-19	-0.7	1	0	4	0.0	8	1.0	0.3
CCOc1ccc(CCNC(=O)c2c(C)nn(-c3ccccc3)c2Cl)cc1OCC	-4	0.1	-2	15	1	-2.1	6	0.1	0.2
CC(=O)c1ccc(OCC(O)CN2CCCC(C)C2)cc1 (stereo not given)	-7	-2.0	-5	1	5	23	2	-0.5	-0.5
O=C(c1ccccc1)N1CCN(C(=O)c2nn3c(C(F)(F)F)cc(-c4ccco4)nc3c2Cl)CC1	4	-3.2	-9	4	-4	0.5	-20	-1.2	-1.4
CCCc1c(C)nc(N2CCN(c3ccccc3F)CC2)[nH]c1=O	-9	0.0	7	10	9	-1.8	-16	-1.9	-0.2
NS(=O)(=O)c1ccc(CCNC(=O)C2CCCN2C(=O)OCc2ccccc2)cc1 (stereo not given)	0	-1.2	-2	10	0	-0.2&-0.2	-2	0.0	·
O=C(CN1CCN(Cc2ccccc2F)CC1)Nc1ccccc1Cl	-10	·	1	31	-6	-1.7	-1	1.0	-1.0
Cc1nn(-c2ccccc2)c(-c2ccccc2)c1C(=O)O	-4	-2.3	-4	-4	-1	-0.6	?	0.6	·
CC1CCCC(NC(=O)CN(C)CC(=O)Nc2cccc(F)c2)C1C (stereo not given)	14	-0.7	-1	-6	-5	0.2	2	3.4	0.4
CC(C)OCCCNC(=O)Cn1ccc2cc(S(=O)(=O)N3CCCCC3)ccc21	15	-1.0	2	3	-3	0.0	-3	-1.4	-0.2
O=C(C1CCN(S(=O)(=O)c2cccc3nsnc23)CC1)N1CCCCC1	10	-2.1	3	8	-24	1.3	0	1.0	1.0
O=C(Nc1cccc(Cl)c1)N(CCN1CCOCC1)Cc1cccc(Cl)c1	-1	-1.2	-4	2	0	4.7	-6	-1.3	1.6
Nc1nc(-c2ccc(Cl)cc2Cl)cn1N	6	-4.3	-1	-9	3	0.6	-19	0.3	·

Screening results deposited in PubChem BioAssay by several laboratories.
